# C diff growth: inhibitors of Clostridium difficile growth; Clostridium difficile clinical isolate growth, OD600, 24 h; stronger effect = lower value; growth activity, negative = inhibition, % at 16 µg/mL (by protocol); 86,000 tested, 0.25% active;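 active = mean growth activity at or below -80% and every replicate also at or below -80%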;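 note: 0% = DMSO wells and -100% = levofloxacin 16 µg/mL wells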
# T cruzi growth: inhibitors of T. cruzi proliferation; inhibition, % at 8.34 µM; T. cruzi beta-gal in NIH3T3, GalScreen luminescence, 90 h; 77,000 tested, 5.9% active; AID 624255;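 active = mean inhibition above about 93%, with at least 55% of replicates each passing it, limit read from the data, passing the limit was not always enough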
# KDM4C inh: inhibitors of human demethylase GASC-1 KDM4C; Q9H3R0; GST-KDM4C 2-372, H3K9me3 peptide, LANCE TR-FRET; inhibition, % at 12.5 µM; 96,000 tested, 0.15% active; AID 720574;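 active = mean replicate inhibition above about 25%, with at least 55% of replicates also reaching it, limit read from the data, passing the limit was not always enough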
# Target sequence (Q9H3R0 2-372 limits assumed): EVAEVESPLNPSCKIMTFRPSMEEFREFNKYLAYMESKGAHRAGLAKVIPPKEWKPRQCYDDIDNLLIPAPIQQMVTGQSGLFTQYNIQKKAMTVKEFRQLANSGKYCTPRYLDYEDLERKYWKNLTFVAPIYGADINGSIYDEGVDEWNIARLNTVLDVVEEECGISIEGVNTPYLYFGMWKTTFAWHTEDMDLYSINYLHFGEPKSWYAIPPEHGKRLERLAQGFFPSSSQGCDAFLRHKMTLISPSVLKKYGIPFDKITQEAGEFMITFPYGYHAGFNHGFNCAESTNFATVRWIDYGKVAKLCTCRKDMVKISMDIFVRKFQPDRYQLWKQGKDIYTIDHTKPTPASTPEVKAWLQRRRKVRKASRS
#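 reagent = H3K9me3 peptide substrate, Fe(II), 2-oxoglutarate | system = GST-tagged GASC-1 (JMJD2C) catalytic fragment, aa 2-372 | amount = enzyme final amount 10 nM | read-out = Fall in 671/618 emission ratio as inhibition | medium = HEPES buffer, pH 7.5, plus ascorbate | schedule = 30 min reaction, 60 min detection, RT | measured by = LANCE TR-FRET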
# Pf Dd2 growth: P. falciparum Dd2 growth inhibition; activity change, % at 10 µM; 94,000 tested, 2.3% active; SYBR Green, 72 h; stronger effect = lower value; in the data active = activity change below about -80%
# Numbers without * were called inactive; / = no result given; & = joins results of further samples.
SMILES,C diff growth,T cruzi growth,KDM4C inh,Pf Dd2 growth
COCc1cn(CC[C@@H]2CC[C@@H](NC(=O)Nc3c(C)noc3C)[C@@H](CO)O2)nn1,/,25,-0.8,11
CCCNC(=O)C[C@H]1CC[C@H]2[C@H](COc3ccc(NC(=O)Nc4c(C)noc4C)cc3C(=O)N2C)O1,3,14,-0.7,3
Cc1noc(C)c1S(=O)(=O)Nc1ccc2c(c1)C(=O)N([C@@H](C)CO)C[C@@H](C)[C@H](CN(C)C(=O)NC1CCCCC1)OCCCC[C@@H](C)O2,-3,-94,0.9,-12
C[C@@H](NC(=O)C[C@H]1CC[C@@H]2[C@H](COC[C@H](O)CN2Cc2cc(F)ccc2F)O1)c1ccccc1,2&2,-57,-0.5,-15
C[C@@H]1CN([C@H](C)CO)C(=O)c2cc(NC(=O)C3CC3)ccc2O[C@H]1CN(C)Cc1ccc(-c2ccccc2)cc1,-7,61,1.3,-41
CC(C)NC(=O)N(C)C[C@@H]1Oc2ccc(NC(=O)Nc3ccccc3)cc2C(=O)N([C@@H](C)CO)C[C@H]1C,-9,-4,-2.2,9
C[C@@H]1CCCCO[C@H](CN(C)C)[C@H](C)CN([C@@H](C)CO)C(=O)c2cc(NS(=O)(=O)c3cn(C)cn3)ccc2O1,0,10,0.4,-16
CC(C)NC(=O)N1CC(=O)N2[C@H](CO)[C@@H](c3ccc(/C=C/c4ccccc4)cc3)[C@H]2C1,-11,/,-1.1,-22
COc1ccc(-c2ccc3c(c2)[C@H]2[C@H](CCN2C(=O)CN2CCOCC2)[C@H](CO)N3)cc1,-17,91,0.5,-42
C[C@H](CO)N1C[C@H](C)[C@@H](CN(C)Cc2ccc(C(F)(F)F)cc2)Oc2ccc(NS(=O)(=O)c3cn(C)cn3)cc2CC1=O,-3,44,6.2,0
C/C=C/c1ccc2c(c1)O[C@@H](CN(C)C(=O)c1cccnc1)[C@@H](C)CN([C@@H](C)CO)S2(=O)=O,1,25,-2.5,12
CCN1[C@@H]2c3ccc(/C=C/c4ccccc4)c(=O)n3C[C@H]1[C@H](CO)[C@H]2C(=O)NC1Cc2ccccc2C1,-22,/,-2.5,11

# Compounds above that have a halogen:
SMILES,C diff growth,T cruzi growth,KDM4C inh,Pf Dd2 growth
C[C@@H](NC(=O)C[C@H]1CC[C@@H]2[C@H](COC[C@H](O)CN2Cc2cc(F)ccc2F)O1)c1ccccc1,2&2,-57,-0.5,-15
C[C@H](CO)N1C[C@H](C)[C@@H](CN(C)Cc2ccc(C(F)(F)F)cc2)Oc2ccc(NS(=O)(=O)c3cn(C)cn3)cc2CC1=O,-3,44,6.2,0

# The results go on.
SMILES,C diff growth,T cruzi growth,KDM4C inh,Pf Dd2 growth
O=C(C[C@@H]1CC[C@@H]2[C@H](COC[C@H](O)CN2CCC(F)(F)F)O1)NCC1CC1,/,3,2.2,-5
N#Cc1ccc(-c2ccc([C@@H]3[C@H](CO)N4C(=O)CN(C(=O)C5CC5)C[C@@H]34)cc2)cc1,1,/,-0.1,-53
COCC(=O)N1CC2(C1)[C@H](c1ccc(-c3cccc(C)c3)cc1)[C@@H](CO)N2C(=O)C1CC1,-6,/,-0.8,-6
CN(C)Cc1cn(CC[C@@H]2CC[C@H](NC(=O)Nc3ccccc3F)[C@H](CO)O2)nn1,-3,-20,1.7,8
C[C@@H]1CN([C@H](C)CO)C(=O)c2cc(NC(=O)C3CCCCC3)ccc2O[C@@H]1CN(C)S(=O)(=O)c1ccc(F)cc1,-7,29,-0.7,17
C/C=C/c1ccc2c(c1)O[C@@H](CN(C)C(=O)c1cccnc1)[C@H](C)CN([C@@H](C)CO)S2(=O)=O,-4,-32,1.8,17
CCCNC(=O)C[C@H]1CC[C@@H]2[C@@H](COc3ccc(NC(=O)CCC)cc3C(=O)N2C)O1,-1,-38,3.7,6
COCc1cn(CC[C@H]2CC[C@@H](NC(=O)Nc3ccc(Cl)cc3)[C@@H](CO)O2)nn1,0,-3,0.5,-30
N#C[C@@H]1[C@H](c2ccc(C3=CCCC3)cc2)[C@@H](CO)N1C(=O)NC1CCCC1,6,50,0.9,-77
C[C@@H]1CN([C@@H](C)CO)S(=O)(=O)c2ccc(C#CC3CC3)cc2O[C@H]1CN(C)Cc1ccncc1,-1,90,0.9,-59
COc1ccc(S(=O)(=O)Nc2ccc3c(c2)C(=O)N([C@H](C)CO)C[C@H](C)[C@H](CN(C)Cc2ccc(Cl)c(Cl)c2)O3)cc1,23,38,0.2,-3
COCC(=O)N1CC2(CCN(Cc3nccs3)CC2)c2c(n(C)c3cc(OC)ccc23)[C@@H]1CO,-3,/,0.2,-56
C[C@@H]1CN([C@H](C)CO)C(=O)c2cc(C#CC3(O)CCCC3)cnc2O[C@@H]1CN(C)Cc1ccncc1,1,28,0.5,17
COc1ccc(S(=O)(=O)Nc2ccc3c(c2)C(=O)N([C@H](C)CO)C[C@H](C)[C@H](CN(C)C(=O)c2ccncc2)OCCCC[C@@H](C)O3)cc1,4,11,-2.5,34
O=C(C[C@H]1CC[C@H]2[C@@H](COC[C@@H](O)CN2S(=O)(=O)c2cccc(Cl)c2)O1)N1CCCCC1,3&0,-3,0.0,14
CCCC#Cc1ccc2c(c1)O[C@@H](CN(C)C(=O)Nc1ccc(OC)cc1)[C@@H](C)CN([C@@H](C)CO)S2(=O)=O,/,88,0.4,-55
COCC#Cc1ccc([C@H]2[C@H]3CN(Cc4ccncc4)CCCCN3[C@H]2CO)cc1,13,24,2.9,16
C[C@H]1CN([C@@H](C)CO)S(=O)(=O)c2ccc(Br)cc2O[C@H]1CN(C)C(=O)CCN1CCCCC1,-1,/,-0.2,38
O=C(O)C[C@H]1CC[C@@H](NC(=O)CCN2CCCCC2)[C@H](CO)O1,-2,/,-0.9,10
CN(C)C(=O)c1ccc(-c2ccc([C@H]3[C@@H](CO)N4CCCCN(S(C)(=O)=O)C[C@H]34)cc2)cc1,15,83,-0.2,15
COCC#Cc1ccc2c(c1)O[C@H](CN(C)Cc1ccccn1)[C@@H](C)CN([C@H](C)CO)S2(=O)=O,-1,52,-0.3,-18
C[C@H](CO)N1C[C@H](C)[C@@H](CN(C)C(=O)Nc2ccccc2)Oc2c(NC(=O)Nc3ccccc3)cccc2C1=O,-2,19,0.9,-18
CC=Cc1ccc2n(c1=O)C[C@@H]1[C@@H](CO)[C@H](C(=O)N[C@@H](C)c3ccccc3)[C@H]2N1CC (mixture of isomers),-6,17,0.0,/
C[C@H](CO)N1C[C@H](C)[C@H](CN(C)C(=O)Nc2ccc(C(F)(F)F)cc2)Oc2ccc(NC(=O)C3CCCCC3)cc2CC1=O,-6,19,-2.3,18

# Part of the list above, reduced to C diff growth, KDM4C inh and Pf Dd2 growth:
Structure	C diff growth	KDM4C inh	Pf Dd2 growth
CC(C)NC(=O)N1CC(=O)N2[C@H](CO)[C@@H](c3ccc(/C=C/c4ccccc4)cc3)[C@H]2C1	-11	-1.1	-22
COc1ccc(-c2ccc3c(c2)[C@H]2[C@H](CCN2C(=O)CN2CCOCC2)[C@H](CO)N3)cc1	-17	0.5	-42
C[C@H](CO)N1C[C@H](C)[C@@H](CN(C)Cc2ccc(C(F)(F)F)cc2)Oc2ccc(NS(=O)(=O)c3cn(C)cn3)cc2CC1=O	-3	6.2	0
C/C=C/c1ccc2c(c1)O[C@@H](CN(C)C(=O)c1cccnc1)[C@@H](C)CN([C@@H](C)CO)S2(=O)=O	1	-2.5	12

# (list continues)
SMILES,C diff growth,T cruzi growth,KDM4C inh,Pf Dd2 growth
O=C(C[C@H]1C[C@H]2c3cc(NC(=O)NC4CCCC4)ccc3O[C@H]2[C@@H](CO)O1)NCc1cc(F)ccc1F,2,37,-0.9,12
C[C@H](CO)N1C[C@H](C)[C@H](CN(C)CC2CC2)OCCCC[C@H](C)Oc2ccc(NC(=O)Cc3ccccc3)cc2C1=O,-2,74,-2.7,-27
C[C@H]1CN([C@@H](C)CO)C(=O)Cc2cc(NS(=O)(=O)c3ccccc3)ccc2O[C@@H]1CN(C)C(=O)Nc1cccc2ccccc12,-8,5,0.9,25
Cc1ccc(NC(=O)Nc2ccc3c(c2)C(=O)N(C)[C@@H]2CC[C@H](CC(=O)NCC(F)(F)F)O[C@@H]2CO3)cc1,-10,-22,-3.3,/
Cc1ccc(S(=O)(=O)Nc2ccc3c(c2)CC(=O)N([C@@H](C)CO)C[C@@H](C)[C@H](CN(C)C(=O)Nc2ccc(F)cc2)O3)cc1,-6,-2,-3.0,-7
CO[C@H]1CN(C)C(=O)c2cc(NC(=O)C3CCCC3)ccc2OC[C@H](C)N(C)C[C@H]1C,/,3,4.4,/
COc1ccc(CN(C)C[C@@H]2OCCCC[C@@H](C)Oc3ccc(NS(=O)(=O)c4ccc(F)cc4)cc3C(=O)N([C@@H](C)CO)C[C@H]2C)cc1,-4,10,8.6,-51
COc1ccccc1C#Cc1ccc([C@@H]2[C@@H](CO)N3CCCCN(CCC(F)(F)F)C[C@@H]23)cc1,14,32,-1.4,-30
O=C(N[C@@H]1CC[C@@H](CCn2cc(-c3cccnc3)nn2)O[C@H]1CO)c1ccccc1F,/,-18,1.1,6
CCCNC(=O)N1C[C@H](C)[C@H](OC)CN(C)C(=O)c2cc(NS(=O)(=O)CC(F)(F)F)ccc2OC[C@@H]1C,/,-25,-1.1,-8
CNC(=O)C[C@H]1CC[C@H]2[C@@H](COc3ccc(NC(=O)c4ccc(C#N)cc4)cc3C(=O)N2C)O1,-6,-29,0.7,3
COc1ccc(S(=O)(=O)Nc2ccc3c(c2)C(=O)N([C@H](C)CO)C[C@H](C)[C@H](CN(C)CC2CCCCC2)O3)cc1,8,17,3.3,6

# Some of these compounds in order of their number in KDM4C inh, highest first:
canonical_smiles | C diff growth | KDM4C inh
CCCNC(=O)C[C@H]1CC[C@@H]2[C@@H](COc3ccc(NC(=O)CCC)cc3C(=O)N2C)O1 | -1 | 3.7
C/C=C/c1ccc2c(c1)O[C@@H](CN(C)C(=O)c1cccnc1)[C@H](C)CN([C@@H](C)CO)S2(=O)=O | -4 | 1.8
CCCNC(=O)C[C@H]1CC[C@H]2[C@H](COc3ccc(NC(=O)Nc4c(C)noc4C)cc3C(=O)N2C)O1 | 3 | -0.7

# Complete entries from above. Screens in order: C diff growth, T cruzi growth, KDM4C inh, Pf Dd2 growth
# Listed for O=C(N[C@@H]1CC[C@@H](CCn2cc(-c3cccnc3)nn2)O[C@H]1CO)c1ccccc1F : /, -18, 1.1, 6
# Listed for CCCNC(=O)N1C[C@H](C)[C@H](OC)CN(C)C(=O)c2cc(NS(=O)(=O)CC(F)(F)F)ccc2OC[C@@H]1C : /, -25, -1.1, -8
# Listed for O=C(C[C@H]1C[C@H]2c3cc(NC(=O)NC4CCCC4)ccc3O[C@H]2[C@@H](CO)O1)NCc1cc(F)ccc1F : 2, 37, -0.9, 12

# Carrying on:
SMILES,C diff growth,T cruzi growth,KDM4C inh,Pf Dd2 growth
CO[C@H]1CN(C)C(=O)c2ccc(NC(=O)C3CCCC3)cc2OC[C@@H](C)NC[C@@H]1C,/,21,0.0,/
CO[C@H]1CN(C)C(=O)c2ccc(NC(=O)c3cnccn3)cc2OC[C@H](C)N(C(C)=O)C[C@H]1C,-4,61,0.5,-1
C[C@H]1CN([C@@H](C)CO)S(=O)(=O)c2ccc(C#CC3CC3)cc2O[C@@H]1CN(C)C(=O)c1ccncc1,-13,86,3.3,-66
C[C@H](CO)N1C[C@H](C)[C@H](CN(C)CC2CC2)Oc2ccc(NC(=O)CCCCCC(=O)Nc3ccccc3N)cc2CC1=O,-5,76,0.8,-24
C[C@H](CO)N1C[C@H](C)[C@H](CN(C)Cc2ccc3c(c2)OCO3)OCCCC[C@H](C)Oc2ccc(NS(=O)(=O)c3ccc(Cl)cc3)cc2C1=O,/,80,0.2,-60
O=C(N[C@@H]1CC[C@H](CC(=O)N2CCc3ccccc3C2)O[C@@H]1CO)C1CC1,2,/,-2.1,-4
COc1ccc(C#Cc2ccc([C@H]3[C@H](CO)N4CCCCN(C(=O)Nc5ccc(F)cc5)C[C@@H]34)cc2)cc1,4,63,-4.8,-55
C[C@H](CO)N1C[C@H](C)[C@H](CN(C)Cc2ccc(Cl)c(Cl)c2)Oc2ccc(NC(=O)C3CCCCC3)cc2CC1=O,33,73,-1.8,-42
C[C@H](CO)N1C[C@H](C)[C@H](CN(C)CC2CC2)Oc2ccc(NC(=O)CCN3CCOCC3)cc2CC1=O,1,16,-0.4,16
C[C@@H]1CN([C@H](C)CO)C(=O)c2cccc(NC(=O)Nc3cccc4ccccc34)c2O[C@@H]1CN(C)Cc1ccc(C(F)(F)F)cc1,/,60,-0.7,-36
C[C@@H]1CCCCO[C@H](CN(C)C(=O)Nc2cccc3ccccc23)[C@H](C)CN([C@@H](C)CO)C(=O)c2cc(NC(=O)c3ccccc3)ccc2O1,-5,101*,-0.9,-65
CN1[C@@H]2c3ccc(-c4cccc(F)c4)c(=O)n3C[C@@H]2[C@@H](CO)[C@@H]1C(=O)NC1CCCC1,2,/,5.0,11
C[C@@H]1CN([C@@H](C)CO)S(=O)(=O)c2ccc(Br)cc2O[C@H]1CN(C)CC1CCOCC1,6,67,-1.3,13
CCC(=O)N1C[C@@H](C)[C@H](OC)CN(C)C(=O)c2cc(NC(=O)NC3CCCC3)ccc2OC[C@@H]1C,2,/,1.8,-29
CC=Cc1ccc2n(c1=O)C[C@H]1[C@H](CO)[C@@H](C(=O)NCC)[C@@H]2N1S(=O)(=O)c1cn(C)cn1 (mixture of isomers),-1,75,-0.9,4

# Assay outcomes from PubChem BioAssay.

# Hits appear at their usual frequency; overall some 7% were active at least once.
